S1P4 antag – human S1P4 receptor antagonism. S1P4-expressing cells, antagonist mode, reporter read-out. inhibition, % at 4.98 µM. 220,000 compounds, 0.26% hits. AID 1510; in the data active = inhibition above about 29%;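 note: 0% = wells stimulated with agonist and 100% = vehicle wells without agonist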
Target sequence (O95977 whole entry, looked up): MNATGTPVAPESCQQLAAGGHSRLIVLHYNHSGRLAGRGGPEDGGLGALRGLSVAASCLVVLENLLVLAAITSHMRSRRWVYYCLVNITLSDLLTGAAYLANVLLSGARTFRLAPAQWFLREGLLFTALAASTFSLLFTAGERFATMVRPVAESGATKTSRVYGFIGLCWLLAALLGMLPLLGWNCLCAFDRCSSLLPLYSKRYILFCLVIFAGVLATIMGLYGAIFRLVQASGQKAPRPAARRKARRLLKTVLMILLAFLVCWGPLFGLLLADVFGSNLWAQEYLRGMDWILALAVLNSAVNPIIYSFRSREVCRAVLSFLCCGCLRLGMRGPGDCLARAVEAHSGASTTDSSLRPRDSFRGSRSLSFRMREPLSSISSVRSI
NPY Y1 blocker – blocks the human neuropeptide Y Y1 receptor | inhibition, % at 3.6 µM | P25929 | HEK293-CNG Y1 cells, membrane potential fluorescence; NPY at EC95, then isoproterenol | 200,000 compounds, 1% hits;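 active = inhibition above the campaign mean inhibition of all tested compounds plus 3 SD, cut at about 20% in these data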;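 note: 0% = DMSO wells given NPY plus isoproterenol and 100% = isoproterenol alone without NPY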
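Test system: HEK293 cells co-expressing NPY Y1 receptor and cyclic-nucleotide gated channel; Also added: NPY (25 nM), isoproterenol (1 µM), Ro 20-1724 (25 µM); Compound dosing: one concentration, 3.6 µM, in 0.4% DMSO; Timing: dye 3 h, compound 60 min room temperature, stimulation 45 min; Technique: Membrane-potential fluorescent dye readout.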
CHOP inh – inhibitors of CHOP induction in ER stress response. CHO-K1 CHOP-promoter luciferase, tunicamycin-induced, 15-18 h. inhibition, % at 10 µM. 220,000 compounds, 3.8% hits. AID 2732;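 active = compounds that reduced the stress-induced luciferase reporter signal by more than about 70% of percent inhibition, limit read from the data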;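 note: 0% = tunicamycin plus vehicle and 100% = wells without tunicamycin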
TRPML3 ag – agonists of human TRPML3 channel. Q8TDD5. HEK293 TRPML3-YFP, Fluo-8 calcium fluorescence; 100% = the carbachol control signal. activation, % at 3 µM. 220,000 compounds, 0.29% hits;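 active = activation above its plate's cutoff, the mean activation of the plate's test wells plus 3 SD, cut at about 12% in these data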;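 note: 0% = DMSO only wells and 100% = carbachol wells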
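Test system: TRPML3-YFP stable HEK293 cells. Doses: single point at 3 µM. Incubation: dye loading 1 h 37 °C then 30 min ambient, 125 s read. Signal: Fluo-8 calcium dye fluorescence, ex 470-495, em 515-575 nm. Measure: percent activation from peak-to-basal fluorescence ratio, scaled between DMSO and carbachol.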
NPY2 pot ag – human NPY-Y2 potentiation or agonism, primary screen; P49146; cells expressing NPY-Y2, potentiator/agonist read-out; 220,000 compounds, 0.45% hits; activation, % at 3.6 µM; in the data active = activation above about 27%;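 note: cells stimulated with NPY near EC25 plus isoproterenol at EC100; 0% = vehicle plus submaximal agonist and 100% = vehicle plus saturating agonist; some results beyond the cut were filed as inactive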
S1P4 ag – agonists of human S1P4 receptor; O95977; S1P4-expressing cell line, agonist reporter assay; activation, % at 4.98 µM; 220,000 compounds, 0.35% hits; in the data active = activation above about 11%;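 note: 0% = DMSO vehicle and 100% = reference agonist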
zfTRPN1 agonist – activates the zebrafish TRPN1 channel; HEK293 zebrafish TRPN1-YFP, Fluo-8 calcium fluorescence; 100% = response to 87 µM carbachol; activation, % at 3 µM; 220,000 compounds, 0.18% hits; AID 1424;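 active = activation above its plate's cutoff, the mean activation of test wells on that plate plus 3 SD, cut at about 19% in these data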;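 note: 0% = DMSO alone and 100% = 87 µM carbachol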
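Material: zebrafish TRPN1-YFP in HEK293 cells; Doses: single test compound dose, 3 µM nominal, 0.3% DMSO; Timing: dye loading 1 h at 37 °C, then 30 min room temperature; Technique: intracellular calcium fluorescence with Fluo-8; Benchmarks: high carbachol 87 µM, low DMSO alone.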
EP2 modulator – EP2 receptor (human) modulation. P43116. EP2-expressing cells, cAMP HTRF FRET, PGE2 co-stimulation. induction, % at 25 µM. 260,000 compounds, 0.83% hits. AID 940;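 active = compounds whose cAMP rise, as percent of the full-agonist control response, exceeds 60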;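 note: rat C6 glioma line stably carrying human EP2 under a CMV promoter; the protocol text gives 20 µM as final concentration; 100% = response of wells given 1 µM PGE2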
Target sequence (P43116 whole entry, looked up): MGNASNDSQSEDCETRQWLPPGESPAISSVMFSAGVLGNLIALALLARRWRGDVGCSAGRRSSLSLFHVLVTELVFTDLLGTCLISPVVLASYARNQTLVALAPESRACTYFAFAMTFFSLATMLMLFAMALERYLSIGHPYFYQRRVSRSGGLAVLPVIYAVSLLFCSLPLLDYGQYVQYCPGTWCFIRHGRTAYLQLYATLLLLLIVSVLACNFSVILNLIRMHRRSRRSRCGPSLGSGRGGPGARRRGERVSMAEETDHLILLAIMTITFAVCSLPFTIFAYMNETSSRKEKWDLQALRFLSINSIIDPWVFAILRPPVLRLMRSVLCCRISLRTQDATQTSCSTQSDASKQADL
NPY1 pot ag – human NPY-Y1 potentiation or agonism, primary screen; P25929; NPY-Y1 expressing cells, potentiator/agonist activation; activation, % at 3.6 µM; 220,000 compounds, 0.37% hits; AID 1304; in the data active = activation above about 33%, passing the limit was not always enough;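 note: cells stimulated with NPY at EC10 then isoproterenol at EC100; 0% = low agonist plus stimulus and 100% = saturating agonist plus stimulus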
An asterisk follows results filed as active; x = no result given; & = joins results of further samples. Rows were taken by chance. About 6.5% of those tested had a hit in this group.

canonical_smiles | TRPML3 ag | NPY2 pot ag | zfTRPN1 agonist | EP2 modulator | CHOP inh | S1P4 ag | S1P4 antag | NPY Y1 blocker | NPY1 pot ag
CC1=C(C(=O)OC2CCCCCCC2)C(c2ccc(O)cc2)NC(=O)N1 (stereo not given) | 0.6 | 5 | 1.4 | x | x | 1.0 | 4 | -11 | 24
CCCOC(=O)CC1C(=O)NCCN1Cc1cc(OC)cc(OC)c1 (stereo not given) | 0.9 | -9 | 0.4 | 30 | 3 | 0.7 | -8 | 9 | -3
CC(=O)NC(C)c1nc2ccccc2n1CC(=O)N1C(C)CCCC1C (stereo not given) | 0.8 | 11 | 0.9 | 13 | -2 | 2.2 | -13 | -5 | 6
O=C(CC1COc2ccccc2O1)NCCc1ccccc1 (stereo not given) | -0.8 | -17 | -0.8 | 7 | 17 | -0.2 | -4 | 12 | 2
O=C(O)C1CC=CCC1C(=O)NC1CCCCC1 (stereo not given) | 0.6 | -4 | 0.3 | 40 | 19 | -0.1 | 5 | 3 | 0
O=C(NC(=S)Nc1ccc2c(c1)C(=O)c1ccccc1C2=O)c1ccc(F)cc1 | 0.5 | 15 | 3.0 | 10 | -14 | 0.6 | -4 | 5 | -7
CCOC(=O)c1nn(-c2ccc(F)cc2)c2c1CC/C2=C/c1ccccc1 | 0.6 | 2 | 2.2 | 22 | 6 | 0.1 | -11 | 6 | -1
CC(C)(CCl)C(=O)Nc1ccnc(-c2ccncc2)n1 | 1.1 | 3 | 0.1 | -16 | 2 | 0.5 | 10 | 9 | -10
Cc1nc(C)c(/C(O)=C\c2nc3ccc([N+](=O)[O-])cc3oc2=O)o1 | 0.5 | 17 | 1.3 | 17 | -4 | 0.1 | -2 | x | 9
Cc1cccc2cc(C#N)c(NCCNS(=O)(=O)c3ccc4c(c3)OCCO4)nc12 | -0.6 | -11 | 0.8 | 4&-27 | 32 | -0.1 | -11 | -1 | -26
Cc1sc2nc(CSc3nc4ccccc4s3)[nH]c(=O)c2c1C | 0.2 | -14 | -0.4 | -12 | 77* | 0.6 | -9 | 5 | -28
CCOC(=O)c1ccc(Oc2c(C)oc3cc(OS(C)(=O)=O)ccc3c2=O)cc1 | 1.0 | -15 | 2.0 | -14 | 26 | 2.3 | -13 | -1 | -34
CCOC(=O)c1sc(C)c2c1NC1(CCCCCC1)NC2=O | 0.5 | -5 | 0.6 | 31 | 9 | 0.2 | -8 | 1 | 14
Cc1ccccc1NC(=O)Cc1cn(C)c2ccccc12 | 0.6 | -7 | -1.5 | -55 | 7 | -1.9 | 4 | 6 | -18
CCC1(C)Cc2ccccc2C(=S)N1 (stereo not given) | 0.8 | 11 | -0.4 | -22&17 | -1 | -1.2 | 7 | -5 | 25
Cc1ccc(S(=O)(=O)NC2=NCN(C3CCN(Cc4ccccc4)CC3)CN2)cc1 | 0.3 | -13 | 0.1 | 21 | 9 | 0.3 | -8 | -4 | 0
CCn1cnc2sc(C(=O)Oc3cccc(C)c3)c(C)c2c1=O | 0.7 | 1 | 2.1 | 24 | -20 | -2.9 | 11 | 7 | -10
CCOC(=O)N1CCN(Cc2c(F)cccc2Cl)CC1 | 0.3 | 7 | 0.2 | 3 | -33 | 1.4 | -30 | -3 | -13
COc1ccc2nc(COC(=O)c3ccco3)c(C(C)=O)[n+]([O-])c2c1 | 1.1 | 5 | 0.8 | -5 | -8 | 1.6 | -3 | 7 | 9
Cn1c(=O)n(C)c2cc(S(=O)(=O)NCc3ccccc3)ccc21 | 1.3 | 10 | 2.3 | -5&-41 | 4 | 0.4 | -19 | -1 | -3
O=C(Nc1nc2ccccc2[nH]1)c1cccc([N+](=O)[O-])c1 | 0.1 | -1 | 0.8 | -24 | -14 | 1.0 | 9 | 6 | 4
O=C(NCc1ccc(F)cc1)c1c2c(nc3ccccc13)CCN(Cc1ccccc1)C2 | 0.3 | -3 | 0.5 | 23 | 21 | 1.4 | -3 | -4 | -24
CC1CN(Cc2nc3c(c(=O)n(C)c(=O)n3C)n2CC(O)CO)CC(C)O1 (stereo not given) | 0.3 | 15 | 0.5 | -3 | -2 | -0.4 | 4 | 4 | -14
O=C1N/C(=C/c2ccc(N3CCOCC3)o2)C(=O)N1c1ccccc1 | 1.1 | 1 | 1.5 | -27 | -25 | -0.3 | 9 | 6 | -21
CC(=O)Nc1ccc(OCc2cccc([N+](=O)[O-])c2)cc1 | 0.4 | 13 | -1.5 | -18 | -2 | -1.1 | -1 | -2 | -3
O=c1o[nH]c(-c2ccccc2)c1C1=NCCCCC1 | 1.1 | 17 | 0.7 | 15 | 25 | 0.4 | -3 | -5 | 1
CN(C)C(=O)COC(=O)c1ccc(S(=O)(=O)NCc2ccco2)cc1 | 0.5 | 9 | 1.4 | 17 | 5 | 5.0 | -3 | x | 10
CCOc1ccc(NC(=O)CSc2nc3[nH]ncc3c(=O)n2-c2ccccc2OC)cc1 | -1.1 | -8 | -0.7 | -9 | -55 | -1.6 | 12 | -5 | -13
CCOC(=O)C(NCc1ccccn1)(NC(=O)c1cccnc1)C(F)(F)F (stereo not given) | 0.6 | -7 | -0.3 | 6 | -28 | 1.3 | -6 | 1 | -4
COc1ccc(-c2cc(C(=O)NCCCn3ccnc3)no2)cc1 | 0.2 | -1 | 1.3 | -30 | 7 | -1.0 | 5 | 3 | -7
CCN1C(=O)C(CC(=O)Nc2ccc(F)cc2)N(Cc2ccc3c(c2)OCO3)C1=S (stereo not given) | 1.7 | 15 | 3.8 | -34 | 19 | 1.7 | -7 | -4 | 20
COc1cc(C(=O)Sc2ccc(Cl)cc2)cc(OC)c1OC | 0.3 | 18 | -0.7 | 42 | 62 | 0.3 | 2 | 1 | 9
C/C(CC(=O)Nc1cccc(Cl)c1C)=N\NC(=O)Cc1csc(N)n1 | 0.3 | 1 | -1.3 | -8 | 4 | -1.5 | -14 | 3 | 4
O=C(c1cc(-c2ccccc2)n[nH]1)N1CCc2c([nH]c3ccccc23)C1c1ccccn1 (stereo not given) | 0.0 | 12 | -1.3 | -37 | 62 | 1.3 | -9 | -6 | 20
Brc1ccc(-c2nnc3n2C2(CCCC2)Cc2ccccc2-3)o1 | -0.6 | -5 | -0.7 | 51 | 11 | 1.2 | -5 | 6 | -27
CN1C(=O)c2ccc(NC(=O)CCS(=O)(=O)c3ccccc3)cc2C1=O | 0.9 | -1 | 0.2 | -12 | -5 | -0.3 | -9 | 2 | -12
CC1CN(C(=O)C2CCCC2)C(C)CN1C(=O)C1CCCC1 (stereo not given) | 0.6 | 8 | 0.8 | 0 | 1 | -0.1 | -6 | 6 | -20
COc1ccc(-c2nc3c(c(=O)[nH]c(=O)n3Cc3ccccc3)n2C)cc1 | 0.9 | -4 | 0.4 | 52 | 20 | 1.3 | -7 | -6 | 15
C=CCn1c(SCc2ccc3c(c2)OCO3)nc2scc(-c3ccco3)c2c1=O | -0.5 | -12 | 0.9 | 25 | 23 | 3.0 | -9 | 18 | 13
N#Cc1c(N2CCCC2)nc(N)c2c(N)nc(N3CCCC3)cc12 | 1.1 | -6 | 0.2 | -23 | -8 | -0.4 | -14 | 2 | -4
COc1cc2c(cc1OC)C(c1ccccc1)=NCC2 | 1.0 | -6 | 0.2 | 12 | 7 | 0.8 | -6 | 7 | 2
Cc1ccc(S(=O)(=O)n2[nH]c(=O)cc2NC(=O)c2cccs2)cc1 | 1.2 | 5 | 1.3 | -15 | 14 | 0.1 | 5 | 4 | -12
COc1ccc(-c2cc(-c3c(O)c(OC)c4occc4c3OC)[nH]n2)cc1OC | -0.5 | 5 | -1.5 | -6 | 12 | 1.2 | -3 | -1 | -29
CCC(C)NC(=O)C1CCCN(C(=O)NC2CCCCC2)C1 (stereo not given) | 0.0 | 5 | 0.4 | 9 | 6 | 0.6 | -9 | 2 | -8
CC(NC(=O)C(=O)N/N=C\c1cccc([N+](=O)[O-])c1)c1ccccc1 (stereo not given) | -0.2 | -21 | -0.2 | -9 | 14 | -1.6 | 10 | -3 | 6

In a second layout: results already given.
Results follow in this order: TRPML3 ag, NPY2 pot ag, zfTRPN1 agonist, EP2 modulator, CHOP inh, S1P4 ag, S1P4 antag, NPY Y1 blocker, NPY1 pot ag
CCC(C)NC(=O)C1CCCN(C(=O)NC2CCCCC2)C1 (stereo not given)
→ 0.0, 5, 0.4, 9, 6, 0.6, -9, 2, -8
Brc1ccc(-c2nnc3n2C2(CCCC2)Cc2ccccc2-3)o1
→ -0.6, -5, -0.7, 51, 11, 1.2, -5, 6, -27

Carrying on:
canonical_smiles | TRPML3 ag | NPY2 pot ag | zfTRPN1 agonist | EP2 modulator | CHOP inh | S1P4 ag | S1P4 antag | NPY Y1 blocker | NPY1 pot ag
CC(C)C(c1nnnn1CCc1ccccc1)N1CCC(C(N)=O)CC1 (stereo not given) | 0.2 | 11 | -1.5 | 51 | -2 | 1.6 | 1 | -3 | 10
CCCCOc1ccc(Cl)cc1CSc1nncn1N | -1.5 | 0 | -2.0 | -3 | 26 | 0.0 | -18 | -1 | 4
CC(=O)c1ccc(NC(=O)C(C)N(C)CC(=O)Nc2ccc(N3CCOCC3)cc2)cc1 (stereo not given) | 0.3 | 23 | 1.4 | -14 | -9 | -1.1 | -6 | -12 | 27
Cc1cc(C)cc(NC(=O)/C=C/c2ccc([N+](=O)[O-])s2)c1 | 0.7 | -1 | 0.2 | 15 | -21 | 0.5 | 2 | 5 | 3
CCOc1ccc(OCC)c(NC(=O)C2C3C=CC(O3)C2C(=O)NCc2ccco2)c1 (stereo not given) | 1.2 | 10 | -0.4 | 10 | 34 | -0.4 | -18 | 0 | 16
CCOC(=O)N1CCN(S(=O)(=O)c2ccc(OCC(=O)OC)c(C)c2)CC1 | 0.3 | 8 | 1.5 | 0&-12 | 25 | 0.6 | -14 | -3 | 36
Nc1c(-c2ccc(Cl)cc2)cnn1-c1cc(C(F)(F)F)cc(C(F)(F)F)c1 | 0.6 | 4 | 3.5 | 41 | -5 | 0.9 | -8 | x | 17
Clc1ccc(CON/C=N/c2ncnc3sccc23)c(Cl)c1 | -0.8 | -19 | 0.2 | -6 | 50 | -1.5 | -4 | 6 | -3
CC(C)Oc1cccc(C(=O)Nc2ccc(Br)cc2F)c1 | -0.4 | -19 | -1.8 | -23 | 10 | -1.5 | -17 | -2 | -13
O=C1CCCC(c2ccccc2)N1 (stereo not given) | 0.8 | -12 | 0.3 | 19 | -8 | 1.1 | -14 | -1 | -3
COc1cccc(CNc2ccc(S(N)(=O)=O)cc2)c1OCc1ccccc1F | -0.1 | -3 | 0.5 | 10 | 7 | -0.2 | -20 | 0 | -5
O=C(CN1C(=O)CSc2cc(S(=O)(=O)N3CCCCCC3)ccc21)NCCc1ccccc1 | 4.3 | -17 | -1.5 | 22 | 28 | 3.6 | -10 | 9 | -14

Bioassay records (PubChem)
